LDHA inh = inhibitors of human lactate dehydrogenase A | P00338 | purified LDHA, NADH/diaphorase-resazurin fluorescence; active compounds read low | activity change, % (values are at about 110 or 230 µM) | hit rate 0.15% among 480,000 | AID 1347041; in the data active = activity change below about -30%; inconclusive = mostly about -25% to -30%;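 note: plate controls were DMSO wells for no effect and wells without enzyme for full effect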
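Resorufin fluorescence (ex540/em590), read at 0 and 20 min after diaphorase/resazurin addition, reports the NADH left after a 5 min room-temperature reaction of 2 nM human LDH5 with 0.06 mM NADH and 0.2 mM pyruvate.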
12-LOX inh = inhibitors of human 12S-lipoxygenase ALOX12. purified 12hLO, xylenol orange hydroperoxide absorbance. hit rate 1.1% among 580,000. AID 1671190. Potency, µM (titrated, usually from 108 µM), without a hit: top-dose activity change, negative = inhibition, actives largely listed as inhibitors. P18054; active = well fitted inhibition curve with a large enough effect; inconclusive = small, poorly fitted or top-dose-only effect, or another doubt; inactive = no such curve, though single readings can be large or run the other way; note: potency is the fitted concentration of half-maximal effect
Target sequence (P18054 whole entry, looked up): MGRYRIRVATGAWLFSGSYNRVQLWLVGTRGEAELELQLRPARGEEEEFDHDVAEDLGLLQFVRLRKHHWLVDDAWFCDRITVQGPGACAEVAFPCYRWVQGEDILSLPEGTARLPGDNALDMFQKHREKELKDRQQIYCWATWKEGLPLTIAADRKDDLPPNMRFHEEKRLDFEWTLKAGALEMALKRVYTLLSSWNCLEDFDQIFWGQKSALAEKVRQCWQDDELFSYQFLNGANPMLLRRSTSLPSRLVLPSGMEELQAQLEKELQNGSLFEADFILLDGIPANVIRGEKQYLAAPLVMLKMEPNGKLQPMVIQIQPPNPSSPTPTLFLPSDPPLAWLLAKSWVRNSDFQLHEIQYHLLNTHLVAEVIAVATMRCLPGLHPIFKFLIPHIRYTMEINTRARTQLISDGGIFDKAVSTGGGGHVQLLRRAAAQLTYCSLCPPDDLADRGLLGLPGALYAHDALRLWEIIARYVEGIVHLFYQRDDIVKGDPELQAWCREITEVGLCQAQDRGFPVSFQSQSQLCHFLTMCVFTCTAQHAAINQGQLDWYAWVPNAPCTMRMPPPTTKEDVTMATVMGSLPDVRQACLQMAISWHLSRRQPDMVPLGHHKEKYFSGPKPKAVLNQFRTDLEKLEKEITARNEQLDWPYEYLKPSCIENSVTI
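Hydroperoxide product was detected by ferrous iron/xylenol orange as the 573 to 405 nm absorbance ratio. Arachidonic acid at 40 uM (final) was turned over for 30 min at room temperature by 150 nM human 12hLO, pH 7.0 Hepes buffer, after 15 min compound preincubation.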
An asterisk follows results filed as active; ? = inconclusive; nt = not tested or not shown; [ ] = another dose, or the depositor's remark. Unless noted, % is set by controls: 0 for no effect and ±100 for the full control effect. A portion of the library; the hit share may differ from the screen's.

The first 4 records as a preview:
entry	smiles	LDHA inh	12-LOX inh
1	CC(=O)c1cccc(NC(=O)C(C)Oc2cccc(Cl)c2)c1 (stereo unspecified)	0.1	-1.3%
2	CC(C)Oc1ccc(/C=C(/C#N)c2nc3ccccc3[nH]2)cc1Br	4.0	29.8%
3	COc1cccc(C(=O)Nc2ccc(N3CCN(C(=O)c4ccccc4C)CC3)cc2)c1	4.3	?
4	C=CCNCc1ccc(-c2cccc(C(F)(F)F)c2)o1	-2.0	?

This part in full, from the start:
entry	smiles	LDHA inh	12-LOX inh
1	CC(=O)c1cccc(NC(=O)C(C)Oc2cccc(Cl)c2)c1 (stereo unspecified)	0.1	-1.3%
2	CC(C)Oc1ccc(/C=C(/C#N)c2nc3ccccc3[nH]2)cc1Br	4.0	29.8%
3	COc1cccc(C(=O)Nc2ccc(N3CCN(C(=O)c4ccccc4C)CC3)cc2)c1	4.3	?
4	C=CCNCc1ccc(-c2cccc(C(F)(F)F)c2)o1	-2.0	?
5	Cc1ccc(Cl)cc1NC(=O)C(=O)c1cn(CC(=O)N2CCOCC2)c2ccccc12	4.8	31.7%
6	COc1ccc(Nc2nc3ccccc3nc2NS(=O)(=O)c2cc(C)ccc2C)c(OC)c1	11.6	37.6%
7	O=C(NCc1ccoc1)Nc1cccc(C(=O)N2CCCC2)c1	-0.7	109.6%[activator]
8	Cc1ccc(NC(=O)Cc2n[nH]c(=O)c3ccccc23)c(O)c1	3.2	27.3%
9	COc1ccc(/C=C/C(=O)c2ccc3ccccc3c2OC(F)F)cc1	5.1	?
10	COC(=O)[C@]12CCCCC=C1N(CCc1ccc(OC)c(OC)c1)C(=O)[C@H](CC(=O)NCCCN1CCCC1=O)C2	-9.4	7.6%
11	CCCNc1ccc(F)cc1	4.8	-5.8%
12	COC(=O)c1ccc(COC(=O)c2cc(C(C)=O)c[nH]2)cc1	-12.6	?
13	CNC(=S)NNC(=O)c1ccncc1	4.7	6.9%
14	Cc1ccc(NC(=O)CN(C)C(=O)c2ccc3c(c2)nnn3C(C)C)cc1C	-9.9	10.3%
15	COCCn1cnc2c1c(=O)n(Cc1ccc(C(=O)OC)cc1)c(=O)n2Cc1ccccc1	17.6	?
16	COc1ccc(-c2csc(NC(=O)Cc3nc4nc(C)cc(C)n4n3)n2)cc1Cl	-6.3	37.0%[activator]
17	CC(=O)NCCNC(=O)CN(CC1CCOC1)C1CC1 (stereo unspecified)	5.2	-4.7%
18	O=C(CSc1nc2ccccc2nc1N1CCCC1)NCc1ccc(F)cc1	-2.2	-27.2%
19	CCC12CC3CC(CC(N)(C3)C1)C2	6.6	25.6%
20	Cc1nc(SC(C)C(=O)Nc2ccccc2)n(CC(C)C)c1C (stereo unspecified)	-10.1	15.5%
21	COc1ccccc1OCC#CCN1CCC(Cc2ccccc2)CC1	-10.9	-55.3%
22	O=C1NC2(CCN(S(=O)(=O)c3ccccc3)CC2)Nc2ccccc21	-0.9	-6.4%
23	COc1cc(C(=O)Nc2c(NCc3ccccc3)c3ccccc3oc2=O)ccc1OC(C)=O	-4.5	?
24	CCOC(=O)c1cc(S(=O)(=O)Nc2ccc(F)c(Cl)c2)[nH]n1	5.2	20.7%
25	COc1cc(C#N)ccc1OC(C(=O)NC1CC1)c1ccccc1 (stereo unspecified)	-9.1	9.4%
26	CCCCOC(=O)CNc1nc(-c2ccccc2)c2cc(C)ccc2n1	-5.7	-4.9%
27	CC(=O)Nc1cccc(-c2csc(Nc3ccc(C)cc3)n2)c1	2.5	?
28	Cc1ccc(-c2cc(C(=O)OC(C)C(=O)NC3CCCC3)c3ccccc3n2)o1 (stereo unspecified)	4.2	6.31µM*
29	Cc1nc2ccccc2nc1SCC(=O)Nc1ccccc1C(F)(F)F	-1.9	77.6%[activator]
30	CC(C)(C)C(=O)NCCCC(=O)NCc1cccnc1	13.2	1.7%
31	CC(C)(C)C(NC(=O)c1ccccc1)c1ccccc1 (stereo unspecified)	11.2	-6.3%
32	COc1ccc2cc(CNC(=O)c3nccnc3N)ccc2c1	-12.2	-2.8%
33	COc1cccc(NC(=O)C(Sc2nnc(-c3ccco3)n2N)c2ccccc2)c1 (stereo unspecified)	-0.3	?
34	COc1ccc(-c2nc(SC(CC(=O)NCc3ccco3)c3ccccc3)n[nH]2)cc1 (stereo unspecified)	4.6	?
35	CCCCN(C)C(=O)c1cc(=O)[nH]c2ccccc12	-2.8	5.1%
36	CCCNC(=O)CCc1c(C)n(CC)c2cc(-c3ccccc3OC)nn2c1=O	-0.9	5.8%
37	COc1ccccc1CNC(=O)C[C@H]1CC[C@@H]2[C@H](COC[C@H](O)CN2Cc2ccc3c(c2)OCO3)O1	5.5	-8.5%
38	O=C(CSc1nc2ccccc2o1)Nc1cccc2ccccc12	6.3	?
39	O=C(Nc1ccc(Cl)cc1)c1ccc2c3c(cccc13)CC2	13.0	1.7%
40	O=C1CC(c2ccccc2)c2c(n3c(nc4ccccc43)[nH]c2=O)N1 (stereo unspecified)	5.1	-0.8%
41	O=C(c1cccs1)N(C1CCCCC1)C1CCCCC1	-5.1	-5.8%
42	Cc1ccc(/C=C(/SCC(=O)O)c2nc3ccccc3s2)cc1C	3.1	?
43	Cc1ccc(Cl)cc1NC(=O)c1nn(C)c2c1CCc1sccc1-2	14.4	-20.5%
44	CC(C)NC(=O)c1ccc(F)cc1I	-19.1	31.6%[activator]
45	COC(=O)c1cccc(COC(=O)C23CC4CC(CC(O)(C4)C2)C3)c1	4.2	-14.2%
46	Nc1nc(Nc2ccccc2)sc1C(=O)c1ccc(Cl)cc1	6.5	?
47	COc1ccccc1-n1cc2c(c1-c1ccc(C)cc1)c(=O)n(C)c(=O)n2C	7.2	-28.4%
48	CCCC(C)(C)NC(=O)Cc1cc(OC)c(OC)c(OC)c1	7.3	nt
49	COc1cc(OC)c(OC)cc1/C=C1\Oc2cc(OS(=O)(=O)c3ccccc3)ccc2C1=O	6.9	?
50	O=S(=O)(c1ccc(Sc2nnnn2C2CCCC2)nc1)N1CCOCC1	2.4	14.7%

A draw from above in order of heavy-atom count, ascending:
entry	smiles	LDHA inh	12-LOX inh
44	CC(C)NC(=O)c1ccc(F)cc1I	-19.1	31.6%[activator]
35	CCCCN(C)C(=O)c1cc(=O)[nH]c2ccccc12	-2.8	5.1%
41	O=C(c1cccs1)N(C1CCCCC1)C1CCCCC1	-5.1	-5.8%
39	O=C(Nc1ccc(Cl)cc1)c1ccc2c3c(cccc13)CC2	13.0	1.7%
27	CC(=O)Nc1cccc(-c2csc(Nc3ccc(C)cc3)n2)c1	2.5	?
43	Cc1ccc(Cl)cc1NC(=O)c1nn(C)c2c1CCc1sccc1-2	14.4	-20.5%
40	O=C1CC(c2ccccc2)c2c(n3c(nc4ccccc43)[nH]c2=O)N1 (stereo unspecified)	5.1	-0.8%
29	Cc1nc2ccccc2nc1SCC(=O)Nc1ccccc1C(F)(F)F	-1.9	77.6%[activator]
47	COc1ccccc1-n1cc2c(c1-c1ccc(C)cc1)c(=O)n(C)c(=O)n2C	7.2	-28.4%
28	Cc1ccc(-c2cc(C(=O)OC(C)C(=O)NC3CCCC3)c3ccccc3n2)o1 (stereo unspecified)	4.2	6.31µM*
33	COc1cccc(NC(=O)C(Sc2nnc(-c3ccco3)n2N)c2ccccc2)c1 (stereo unspecified)	-0.3	?
34	COc1ccc(-c2nc(SC(CC(=O)NCc3ccco3)c3ccccc3)n[nH]2)cc1 (stereo unspecified)	4.6	?
49	COc1cc(OC)c(OC)cc1/C=C1\Oc2cc(OS(=O)(=O)c3ccccc3)ccc2C1=O	6.9	?
37	COc1ccccc1CNC(=O)C[C@H]1CC[C@@H]2[C@H](COC[C@H](O)CN2Cc2ccc3c(c2)OCO3)O1	5.5	-8.5%

Later entries
entry	smiles	LDHA inh	12-LOX inh
51	CCC1=Nc2ccccc2N=C(NC(=O)c2ccccc2)C1c1ccc(OC)c(OC)c1 (stereo unspecified)	5.0	8.6%
52	COc1ccccc1CNC(=O)CS(=O)Cc1nc(-c2cccc(C)c2)oc1C (stereo unspecified)	-2.2	13.6%
53	COc1ccc(Cn2c(Oc3ccc(C)cc3)nc3c2c(=O)n(C)c(=O)n3C)cc1	5.9	9.5%
54	COc1nc2ccccc2nc1N1CCC(C(=O)Nc2ccc(Cl)cc2)CC1	-2.3	18.2%
55	O=C(Nc1cccc(C(F)(F)F)c1)c1nc2ccccc2nc1N1CCCC1	7.2	?
56	O=C(NCc1nc2ccccc2[nH]1)c1ccc2n[nH]nc2c1	0.1	35.9%
57	O=C(CC1C=CCC1)N(Cc1cccs1)C1CC1 (stereo unspecified)	-4.3	37.3%[activator]
58	CCC(c1nnnn1-c1ccc2c(c1)OCCO2)N1CCN(C(=O)c2ccco2)CC1 (stereo unspecified)	-0.3	?
59	COc1cccc(-c2nc(CS(=O)(=O)CC(=O)Nc3cccc(C(F)(F)F)c3)c(C)o2)c1	-30.0*	8.5%
60	Cc1ccc(-n2nc3c(N4CCCC(C(=O)NCCN(C)C)C4)nnc(C)c3c2C)cc1 (stereo unspecified)	8.2	-23.9%
61	CCc1ccc2oc(C(=O)Nc3ccc(C)cc3C)cc(=O)c2c1	3.8	-5.6%
62	CNC(=S)NCCSCc1ccccc1F	0.9	?
63	N#Cc1cccnc1N1CCN(C(C(=O)O)c2c[nH]c3cc(Cl)ccc23)CC1 (stereo unspecified)	-7.9	?
64	CC(C)c1nn(C)c(N(C)C)c1CNCc1ccc2c(c1)OCO2	14.5	?
65	CCOc1ccccc1NC(=O)CN(C)S(=O)(=O)c1ccc2ccccc2c1	-17.8	18.9%
66	CCC(=O)N1CCN(CCNc2cc(=O)oc3ccccc23)CC1	-0.6	3.5%
67	N=C(N)c1ccc(OCc2ccncc2)cc1	-3.1	8.91µM*
68	C#CCOc1nc2c(c(=O)n(C)c(=O)n2C)n1Cc1ccccc1Cl	0.4	?
69	Cc1c(-c2cc(C(F)F)c3c(C4CC4)nn(CC(=O)O)c3n2)cnn1C	-2.2	-29.1%
70	CCc1ccc(-c2noc(CSc3nc4cc5c(cc4c(=O)n3Cc3ccco3)OCO5)n2)cc1	2.3	?
71	COc1ccc(-c2c(C)c3cc(OS(=O)(=O)c4ccc(F)cc4)ccc3oc2=O)cc1	2.0	-12.0%
72	CCOc1ccc(C(=O)N2CCS(=O)CC2)cc1OC	-0.7	-50.7%
73	COc1ccc(-c2ocnc2C(=O)Nc2cc(Cl)ccc2OC)cc1	9.9	0.5%
74	CC(C)NC(=O)C(C)Sc1nnc(NC2CC2)s1 (stereo unspecified)	3.1	-1.8%
75	CCn1nc(C(=O)Nc2ccc(C)c(S(=O)(=O)N3CCOCC3)c2)c2ccccc2c1=O	0.9	?
76	COc1cccc(C2C(C#N)=C(N)Oc3nc[nH]c(=O)c32)c1 (stereo unspecified)	9.2	-2.5%
77	CCn1cnc2c1c(=O)n(CC(=O)Nc1cc(OC)cc(OC)c1)c(=O)n2Cc1ccccc1	1.0	-9.6%
78	Cc1nn(C)c2ncc(NC(=O)CCc3ncc(-c4ccccc4F)o3)cc12	8.0	-1.4%
79	N#Cc1ccc(OCCn2nc(C(=O)O)c3ccccc3c2=O)cc1	5.6	?
80	CCOc1ccc(C(=O)NCc2n[nH]c(=O)c3ccccc23)cc1OCC	1.7	10.8%
81	COc1ccc(CC(=O)NCc2nnc3ccccn23)c(OC)c1	4.2	3.1%
82	COc1ccc(C(=O)COC(=O)/C=C/c2ccc3c(c2)OCO3)cc1	-5.2	-29.8%
83	CC(=O)CCc1ccc(OCC(O)CNC(C)(C)CO)cc1 (stereo unspecified)	-14.0	18.8%
84	CN(C(=O)COc1ncnc2ccc(Br)cc12)c1ccccc1	-6.7	-0.5%
85	CSc1ncc(C(=O)Nc2ccccc2C)c(-c2ccccc2)n1	2.7	?
86	Cc1cccc(C(=O)N2CCC(c3nc(C4CC4)n[nH]3)CC2)c1C	4.0	72.3%[activator]
87	CC(=O)Nc1cccc(NC(=O)c2ccc3c(c2)NC(=O)CS3)c1	-0.1	-29.9%
88	CCOC(=O)c1ccc(Oc2coc3cc(OCc4ccccc4)ccc3c2=O)cc1	3.7	-5.1%
89	Cc1cc(C)c(SCC(=O)NC(C)(C#N)C2CC2)c(C)c1 (stereo unspecified)	6.1	?
90	CCN1CCN(c2ccccc2NC(=O)c2ccc(NC(=O)c3ccco3)s2)CC1	-4.5	?
91	O=C1CCCC2=C1C(c1ccccc1)CC(=O)N2c1ccc(F)cc1 (stereo unspecified)	12.3	4.9%
92	CCCCNC(=O)C1C(c2ccc(C(F)(F)F)cc2)=Nc2ccccc2N1C(=O)c1cccc2ccccc12 (stereo unspecified)	1.4	-21.4%
93	COc1cc(CNC2CCCc3ccccc32)cc(OC)c1 (stereo unspecified)	0.8	?
